# From PubChem
# Eya2 phos inh – inhibitors of human Eya2 phosphatase activity; O00167; recombinant Eya2, OMFP fluorescence dephosphorylation (OMFP is methylfluorescein phosphate); Potency, µM (doses to about 76.9 µM), without a hit: top-dose activity, negative = inhibition, actives largely listed as inhibitors; 0.006% of 330,000 active; further: potency means the concentration at half of the fitted maximal effect; on the % scale 0 is the no-effect control and ±100 the full control effect
#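 Eya2 protein (added as 0.2 uM solution) was preincubated with compound for 10 min at ambient temperature in 50 mM HEPES pH 7.5, 50 mM NaCl, 5 uM MgCl2, 0.05% BSA, 1 mM DTT. OMFP (added at 50 uM) then reacted 10 min; fluorescence read at 485/525 nm.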
# BCR signal inh – chronic active BCR signaling inhibition. ABC-DLBCL IkBa-CBG/CBR reporter, luminescence ratio, 4 h. Potency, µM (titrated, usually from 46.1 µM), for inactives: at the highest dose ratio change, negative = lower green/red ratio, actives largely listed as inhibitors. 0.05% of 340,000 active; active means well fitted inhibition curve with a large enough effect in the signal ratio, with a control signal flat, not every such curve was filed as active; inconclusive means small, poorly fitted or top-dose-only effect, or effect the other way, or a change in a side signal; the % refers to the signal ratio;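 further: potency means the concentration at half of the fitted maximal effect; plate controls were basal doxycycline-induced cells for no effect and cells given 10 µM MG132 for full effect; MG132 reads +100%, hits lower the ratio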
#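 Cell line TMD8 (human ABC DLBCL), stably expressing tet-inducible CBG68-IkBa fusion and CBR; IMDM/0.5% FBS; cpd up to 46 uM; dox induction, 4 h, 37C/5% CO2; dual luminescence; green/red ratio; MG132 control.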
# GALK inhibitor – galactokinase (human) inhibition; Purified GALK, Kinase-Glo residual ATP luminescence; 0.007% of 270,000 active; AID 1868; Potency, µM (highest dose often 57.5 µM), without a hit: at the highest dose activity change, negative = inhibition, hits mostly inhibitors; P51570; further: potency means the concentration at half of the fitted maximal effect; on the % scale 0 is the no-effect control and ±100 the full control effect
#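 Human GALK (5 nM) with 35 uM ATP and 100 uM galactose in 20 mM HEPES pH 8.0, 5 mM MgCl2, 60 mM NaCl, 1 mM DTT, 0.01% BSA. After 1 h at room temperature, leftover ATP was read by Kinase-Glo Plus luminescence.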
# USP2a block – blocks human ubiquitin-specific protease USP2a. O75604. USP2 core, Ub-CHOP2 coupled fluorogenic reporter, 485/531. Potency, µM (titrated, usually from 38.3 µM), for the others: at the highest dose activity change, negative = inhibition, hits mostly inhibitors. 0.01% of 330,000 active. AID 463254;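 further: potency means the concentration at half of the fitted maximal effect; plate controls were DMSO wells for no effect and full inhibition by NEM control for full effect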
#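 USP2 core (10nM final) preincubated 30min RT with compound in 20mM Tris-HCl pH 8.0, 2mM CaCl2, 2mM beta-mercaptoethanol, 0.05% CHAPS; 25nM Ub-CHOP2 plus 25nM reporter substrate added, fluorescence (Ex485/Em531) read after 60min.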
# MBNL1-CUG inh – blocks human MBNL1 binding to CUG repeat RNA. Q9NR56. TR-FRET MBNL1-His/biotin-(CUG)12 binding, 665/545 ratio. Potency, µM (top dose mostly 57.5 µM), for the others: at the highest dose activity change, negative = inhibition, hits mostly inhibitors. 0.036% of 280,000 active. AID 2675; active means well fitted inhibition curve with a large enough effect in the signal ratio, with a control signal flat, not every such curve was filed as active; inconclusive means small, poorly fitted or top-dose-only effect, or effect the other way, or a change in a side signal; inactive means no such curve, though single readings can be large or run the other way; the % refers to the signal ratio; further: potency means the concentration at half of the fitted maximal effect; on the % scale 0 is the no-effect control and ±100 the full control effect
# Target sequence (Q9NR56 whole entry, looked up): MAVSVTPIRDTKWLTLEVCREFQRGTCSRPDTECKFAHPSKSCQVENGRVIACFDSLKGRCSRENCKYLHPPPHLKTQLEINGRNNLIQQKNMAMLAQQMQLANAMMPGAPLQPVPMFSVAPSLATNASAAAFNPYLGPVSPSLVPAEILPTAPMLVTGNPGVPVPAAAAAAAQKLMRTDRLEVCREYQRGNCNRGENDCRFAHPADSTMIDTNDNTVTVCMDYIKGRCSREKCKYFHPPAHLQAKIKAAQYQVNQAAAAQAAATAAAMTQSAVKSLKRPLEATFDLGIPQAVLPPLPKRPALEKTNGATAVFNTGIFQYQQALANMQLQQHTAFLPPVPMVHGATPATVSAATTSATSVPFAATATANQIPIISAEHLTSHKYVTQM
#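 His-tagged MBNL1 binding to biotinylated (CUG)12 RNA was measured by TR-FRET using terbium anti-His antibody (0.055 ng/ul final) and streptavidin-XL665 (5 nM final). Compounds were titrated 92 nM to 58 uM; 60 min at room temperature.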
# TSHR antag – blocks TSH signaling through the human TSH receptor; P16473; TSHR-expressing cells, TSH-stimulated cAMP HTRF, 2 h; active compounds read low; activity change, negative = inhibition, % at 11.5 µM; 0.2% of 330,000 active; AID 504810;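 active means activity change below a set negative limit, meaning inhibition stronger than a set level, cut at about -70% in these data; inconclusive means activity change between two set negative limits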; further: on the % scale 0 is the no-effect control and ±100 the full control effect
#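 Inhibition of cAMP made by TSHR-expressing cells under TSH stimulation (4nM final, EC80; 2 h, 37 deg C) is quantified with a one-step lysis HTRF kit, anti-cAMP cryptate versus cAMP-d2.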
# ASM inhibitor – human S-ASM enzyme inhibition | P17405 | placental ASM, HMU-PC fluorogenic substrate, 60 min | Potency, µM (highest dose often 57.5 µM), for inactives: at the highest dose activity change, negative = inhibition, most hits filed as inhibitors | 0.006% of 340,000 active; further: potency means the concentration at half of the fitted maximal effect
# Target sequence (P17405 47-631 limits assumed): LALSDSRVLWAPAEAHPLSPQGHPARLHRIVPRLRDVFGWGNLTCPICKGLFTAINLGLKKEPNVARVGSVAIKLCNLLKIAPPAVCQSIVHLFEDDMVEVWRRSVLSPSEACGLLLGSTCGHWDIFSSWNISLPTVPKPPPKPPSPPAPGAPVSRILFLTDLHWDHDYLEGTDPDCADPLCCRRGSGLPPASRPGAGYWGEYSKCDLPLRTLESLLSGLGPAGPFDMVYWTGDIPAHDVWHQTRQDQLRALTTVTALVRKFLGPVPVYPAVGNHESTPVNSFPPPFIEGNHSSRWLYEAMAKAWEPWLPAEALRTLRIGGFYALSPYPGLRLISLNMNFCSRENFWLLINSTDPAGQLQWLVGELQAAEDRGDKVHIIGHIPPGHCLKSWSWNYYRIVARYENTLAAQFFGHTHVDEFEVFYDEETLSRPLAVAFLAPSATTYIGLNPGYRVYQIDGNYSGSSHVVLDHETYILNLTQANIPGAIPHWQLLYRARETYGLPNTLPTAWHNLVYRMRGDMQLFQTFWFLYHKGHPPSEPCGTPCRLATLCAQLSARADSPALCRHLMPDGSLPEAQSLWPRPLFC
#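 Human placenta-derived ASM enzyme was preincubated with compound for 10 minutes at room temperature, then given fluorogenic substrate HMU-PC0 (9 uM final) for 60 minutes at 37 °C; a pH 10 stop preceded fluorescence reading at Ex 386/Em 447 nm.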
# Menin-MLL TR inh – menin-MLL binding inhibition, Texas Red mutant peptide; O00255; Menin + Texas Red MLL mutant peptide, fluorescence polarization; Potency, µM (titrated, usually from 61.6 µM), inactives show at the highest dose FP activity change, negative = inhibition, most hits filed as inhibitors; 0.23% of 270,000 active; AID 1768; active means well fitted inhibition curve with a large enough effect in the polarisation, with a control signal flat, not every such curve was filed as active; inconclusive means small, poorly fitted or top-dose-only effect, or effect the other way, or a change in a side signal; inactive means no such curve, though single readings can be large or run the other way; the % refers to the polarisation; further: potency means the concentration at half of the fitted maximal effect; % of control where 0% means no effect; many of its hits are not listed in these tables
# PKM2 activator – PKM2 (human) enzyme activation; P14618; purified PKM2, Kinase-Glo ATP luminescence, activation; response scale: 0% is enzyme alone, no compound; Potency, µM (highest dose often 57.5 µM), inactives show at the top dose activation, usual class: activators; 0.34% of 260,000 active; AID 1631; further: potency means the concentration at half of the fitted maximal effect; on the % scale 0 is the no-effect control and ±100 the full control effect; nearly all actives have a fitted effect of over 55% in size
#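 Purified hPK-M2 (>95%) run at intermediate activity with 0.1 mM ADP and 0.5 mM PEP in 50 mM imidazole pH 7.2, KCl, MgCl2; 1 h room temperature. ATP formed read by Kinase-Glo luminescence; normalized to uninhibited and no-enzyme controls.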
# Mito fusion yeast – blocks mitochondrial division or promotes mitochondrial fusion | S. cerevisiae fusion-defective mutant growth rescue, CellTiterGlo 48 h | Potency, µM (doses to about 46.1 µM), for the others: at the top dose growth rescue (activation), hits mostly activators | 0.23% of 320,000 active | AID 485298;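 further: potency means the concentration at half of the fitted maximal effect; % of control where 0% means no effect; nearly all actives have a fitted effect of over 45% in size; temperature-sensitive fusion mutants such as fzo1-1 at 37 °C on non-fermentable ethanol glycerol medium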
#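 Yeast fusion mutant, YPEG (non-fermentable carbon), compound, 48 h at 37C non-permissive; CellTiterGlo added, 10 min RT, luminescence read. Rescued growth = division inhibition.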
# hERG WT inh – KCNH2 (human, wildtype) channel inhibition; Q12809; U2OS, BacMam KCNH2, thallium flux FluxOr; active compounds read low; activity change, % at 1.84 µM; 0.37% of 340,000 active; AID 720551;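 active means maximum activity change below -70%; inconclusive means maximum activity change between -70% and -50%; inactive means maximum activity change above -50%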; further: on the % scale 0 is the no-effect control and ±100 the full control effect
#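 U2OS cells were transduced with wild-type KCNH2 virus (2.03 x 10^8 / mL) for 4 h at room temperature, then cultured overnight at 37 C. Thallium flux was read with FluxOr dye. Rate constants were normalized to DMSO controls.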
# Active calls of the source: *; ? = inconclusive; nt = not tested or not shown; [ ] = remark or other dose. Unless noted, the call rests on the fitted dose curve; in most records, active means well fitted curve in the direction sought with a large enough effect; inconclusive means small, poorly fitted or top-dose-only effect, or another doubt; inactive means no such curve, though single readings can be large; an effect the other way counts as inactive or inconclusive. Only part of the results is shown; count on the stated rates, not on these rows.
SMILES,Eya2 phos inh,BCR signal inh,GALK inhibitor,USP2a block,MBNL1-CUG inh,TSHR antag,ASM inhibitor,Menin-MLL TR inh,PKM2 activator,Mito fusion yeast,hERG WT inh
CCCCn1c(CNC(C)=O)nc2ccccc21,-29.3%,2.6%,0.6%,1.3%,-0.4%,-4.5,3.6%,4.6%,2.5%,-5.5%,-3.4
Cc1ccc(-c2cc(N)n(Cc3ccc(Cl)cc3)n2)cc1,-7.9%,15.5%,nt,-6.3%,-7.0%,-30.0,-5.5%,?,-2.2%,1.0%,7.6
Cc1cc(S(=O)(=O)N2CCCC2)c(C)s1,-4.2%,-2.7%,-0.3%,3.8%,-3.3%,-1.9,4.0%,-13.1%,8.1%,-0.9%,3.0
Cc1ccc(/C=N\NC(=O)CNC(=O)C23CC4CC(CC(C4)C2)C3)o1,-1.4%,-4.7%,-3.7%,1.5%,13.8%,6.9,-2.2%,nt,-2.1%,2.0%,1.9
Cc1nc2cc(NC(=O)N3CC4(C)CC3CC(C)(C)C4)ccc2n1C (stereo unspecified),3.6%,8.7%,0.3%,1.6%,6.0%,0.8,-1.5%,0.2%,-6.8%,-9.1%,-7.2
COc1ccccc1CN1CC(C(=O)NCc2c(F)ccc(C)c2F)CCC1=O (stereo unspecified),3.3%,0.9%,4.0%,1.5%,-12.7%,28.3,-1.4%,nt,nt,23.0%,-6.7
O=C(CC12CC3CC(CC(Br)(C3)C1)C2)NCc1ccccc1,-4.0%,-2.6%,-2.4%,2.1%,2.8%,0.4,-1.3%,-9.6%,nt,-10.5%,0.9
O=C(NNC(=O)c1cc(O)c(O)c(O)c1)NC1CCCCC1,13.0%,-5.1%,-1.3%,1.9%,0.2%,5.3,1.3%,14.2%,1.2%,1.4%,-12.2
Cc1sc(NC(=O)c2ccco2)c(CN2CCCCC2)c1C,-5.3%,-12.5%,6.4%,-0.5%,1.8%,-10.7,1.7%,-12.4%,1.8%,0.8%,0.8
Cc1cc(NC(=O)CSCC(=O)OCc2nnc(-c3ccc(F)cc3)o2)no1,6.8%,-0.4%,nt,0.9%,nt,-18.6,3.7%,nt,nt,nt,-8.5
Cc1cc(C)c(S(=O)(=O)NCC2CCC(C(=O)NCCCN3CCOCC3)CC2)c(C)c1 (stereo unspecified),-14.9%,-0.2%,2.1%,-3.1%,-2.5%,-2.2,4.5%,7.1%,12.3%,3.4%,3.7
Clc1ccc(-c2nnc(-c3ccc(Br)o3)o2)c(Cl)c1,-19.2%[15.4 µM],?,3.8%,-1.2%,6.8%,-9.3,4.8%,-21.9%,-0.8%,2.4%,14.2
COc1ccc(-n2c(SCC(=O)N3CCOCC3)nc3ccccc3c2=O)cc1,-2.3%,1.3%,4.1%,1.6%,6.3%,-7.8,-3.3%,nt,-12.2%,1.2%,-10.5
CCOc1ccc(NC(=O)COc2ccc(S(=O)(=O)N3CCCC3)cc2)cc1,-10.7%,5.5%,-1.9%,-1.1%,-13.4%,1.0,-2.8%,-4.5%,nt,-2.2%,-15.0
CCC(CC)NCC(O)COc1ccc(Br)cc1 (stereo unspecified),0.6%,-13.3%,0.7%,-6.4%,-2.4%,10.7,-0.3%,?,-1.5%,-10.7%,22.2
O=C(Cc1ccccc1)Nc1c(C(=O)N2CCOCC2)cnn1-c1ccccc1,0.3%,-7.6%,-1.3%,1.1%,-1.2%,2.3,-1.3%,-2.8%,-1.7%,2.3%,-4.8
Cc1ccc(-c2nc(CSCC(=O)N3CCCC3)c(C)o2)cc1,12.4%,1.4%,-0.3%,2.0%,-1.2%,-8.3,1.7%,-26.6%,-6.0%,-0.2%,-2.6
Clc1ccc(CO/N=C2\CCCc3nonc32)c(Cl)c1,0.2%,?,nt,-1.2%,-7.0%,0.3,-0.3%,4.1%,9.3%,15.8%,-23.3
Cc1cc(NC(=O)CSc2nnc(C)c(=O)n2N)no1,-6.1%,?,5.6%,-1.8%,-3.1%,5.0,1.9%,-8.4%,2.3%,2.6%,-12.2
CCC(=O)NC1CC2CCCC(C1)N2Cc1ccc(C)cc1 (stereo unspecified),2.5%,1.3%,7.0%,0.6%,-2.0%,-2.4,0.4%,-3.4%,-2.9%[11.5 µM],1.8%,17.0
O=C(Nc1nnc(Cc2ccccc2)s1)C1CCC1,-6.2%,?,-5.7%,3.5%,-20.4%,2.1,-0.9%,-11.0%,0.2%[11.5 µM],-5.7%,-16.6
CC(=O)c1cc(F)ccc1OCC(=O)N1CCN(c2ccc(F)cc2)CC1,-26.6%,2.8%,0.3%,0.6%,7.5%,-6.2,3.4%,-9.5%,-5.3%,4.9%,nt
CC(NC(=S)NC(=O)c1cccs1)c1ccccc1 (stereo unspecified),-8.2%,3.2%,nt,-0.4%,nt,-1.6,-1.0%,nt,nt,nt,-2.5
CNC(=O)CCn1nc(-c2ccc(Cl)cc2)c2ccccc2c1=O,-7.9%,-20.9%,0.1%,0.2%,1.7%,0.1,2.7%,14.2%,-0.5%,1.5%,9.3
Clc1ccc(-c2csc(-c3ccncc3)n2)cc1,-20.8%,1.4%,0.0%,-1.1%,23.3%,-9.3,-4.4%,15.3%,0.0%,-7.8%,8.2
O=C(NCc1ccccn1)C1CCCN(S(=O)(=O)c2ccc(Br)cc2)C1 (stereo unspecified),nt,nt,-0.1%,nt,-1.3%,nt,-0.6%,16.2%,-10.8%,-0.7%,0.3
Cc1cccc(C(=O)N[C@H](C(=O)Nc2ccc(C)c(S(=O)(=O)N3CCOCC3)c2)C(C)C)c1,2.1%,-18.4%,nt,0.7%,nt,11.7,-5.8%,nt,nt,nt,8.8
COc1ccc(CCNC(=O)C2CC(=O)N(CCc3ccc(C)cc3)C2)cc1OC (stereo unspecified),-0.5%,-7.3%,-0.6%,-5.6%,-2.6%,1.2,9.0%,7.0%,-13.0%,4.3%,-5.5
COc1ccccc1NC(=O)c1ccc[n+]([O-])c1,10.4%,-0.1%,10.0%,1.9%,-4.8%,-2.0,1.9%,-29.6%,nt,-4.0%,-19.1
Cc1[nH]c2ccccc2c1CC#N,0.7%,-4.5%,4.5%,0.0%,-4.6%,8.5,0.2%,nt,-5.2%,1.9%,2.6
O=C(O)CCC(=O)c1cccc2ccccc12,11.5%[15.4 µM],?,-0.8%,-3.5%,0.5%,-8.5,8.7%,2.1%,-23.9%,3.8%,6.9
Cc1ccc(N(CC(=O)NC2CCC(C)CC2)S(=O)(=O)c2cccnc2)cc1 (stereo unspecified),7.6%,-0.3%,-0.1%,4.8%,1.9%,-0.6,-1.4%,-8.5%,19.2%,-1.4%,-11.7
Cc1cccc(NC(=O)CSCC(=O)Nc2cccc3ncccc23)c1,-16.2%,-2.1%,nt,-2.4%,nt,-4.2,1.5%,nt,nt,2.4%,-0.3
Cc1ccc(S(=O)(=O)N2CCCC2C(=O)Oc2ccccc2)cc1 (stereo unspecified),1.1%,1.7%,-0.1%,0.7%,-5.8%,2.7,-0.8%,2.5%,1.5%,1.5%,-2.1
c1ccc(COc2ccc(-c3sc(Nc4ccccc4)n[n+]3-c3ccccc3)cc2)cc1,6.6%,?,nt,2.7%,23.1%,-8.8,nt,-8.1%,2.4%,-7.1%,nt
Cc1ccc(Cn2c(=O)c3ccccc3n3nc(C)cc23)cc1,-6.6%,0.3%,0.7%,0.6%,4.5%,4.5,-9.9%,-3.8%,8.9%,14.6%,-11.5
CCOc1cc(NC(=O)c2ccco2)c(OCC)cc1NC(=O)COc1ccccc1,4.0%,-2.0%,1.5%,3.7%,-3.9%,17.7,-1.0%,9.2%,7.3%,-0.9%,3.4
COc1ccc(/C=C2/N=C(c3cccs3)OC2=O)cc1OC(C)C,1.4%,-12.8%,-2.4%,-5.1%,1.9%,-0.9,4.0%,-13.7%,1.1%,-4.5%,0.9
COc1ccc(C(=O)NCc2ccc(Cl)c(Cl)c2)cc1OC,-1.6%,1.8%,0.2%,2.2%,-27.7%,28.4,-1.2%,9.1%,-0.7%,-9.4%,4.6
Cc1ccc(C(C)C)c(OCCCNCc2cccnc2)c1,-3.4%,-3.0%,8.4%,2.1%,-3.1%,-2.6,7.7%,-27.4%,-1.7%,0.7%,21.1
